USP2a inh: qHTS Assay for Inhibitors of Ubiquitin-specific Protease USP2a Using CHOP2 as the Reporter; Ubiquitin carboxyl-terminal hydrolase 2 (Homo sapiens), O75604; USP2 core, Ub-CHOP2 coupled fluorogenic reporter, 485/531; Potency, µM (titrated, usually from 38.3 µM), for inactives: at the highest dose activity change, negative = inhibition, hits mostly inhibitors; hit rate 0.01% among 330,000; AID 463254, 2010;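 note: potency is the fitted concentration of half-maximal effect; plate controls were DMSO wells for no effect and full inhibition by NEM control for full effect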
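USP2 core (10nM final) preincubated 30min RT with compound in 20mM Tris-HCl pH 8.0, 2mM CaCl2, 2mM beta-mercaptoethanol, 0.05% CHAPS; 25nM Ub-CHOP2 plus 25nM reporter substrate added, fluorescence (Ex485/Em531) read after 60min.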
Eya2 phos inh: qHTS Assay for Inhibitors of the Phosphatase Activity of Eya2; Protein phosphatase EYA2 (Homo sapiens), O00167; recombinant Eya2, OMFP fluorescence dephosphorylation (OMFP is methylfluorescein phosphate); Potency, µM (doses to about 76.9 µM), for the others: top-dose activity, negative = inhibition, most hits filed as inhibitors; hit rate 0.006% among 330,000; AID 488837, 2010; note: potency is the fitted concentration of half-maximal effect
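Eya2 (0.2 uM) preincubated 10 min at ambient with compound, then OMFP substrate added at 50 uM; 10 min reaction in 50 mM HEPES pH 7.5, 50 mM NaCl, 5 uM MgCl2, 0.05% BSA, 1 mM DTT. Fluorescence read at Ex 485/Em 525 nm.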
GALK inhibitor: qHTS Assay for Inhibitors of Human Galactokinase (GALK). Purified GALK, Kinase-Glo residual ATP luminescence. hit rate 0.007% among 270,000. P51570. AID 1868, 2009. Potency, µM (doses to about 57.5 µM), for inactives: at the top dose activity change, negative = inhibition, most hits filed as inhibitors; note: potency is the fitted concentration of half-maximal effect
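The enzyme phosphorylates galactose (100 uM) using ATP (35 uM); inhibition is detected as higher residual ATP, quantified by bioluminescence after 1 h reaction at room temperature, pH 8.0.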
B2AR arrestin: qHTS assay of beta-arrestin-biased ligands of beta2-adrenergic receptor; Potency, µM (doses to about 46.1 µM), for inactives: at the top dose activation, actives largely listed as activators; hit rate 0.02% among 330,000; AID 492947, 2010; beta-arrestin recruitment to beta2AR, cell-based reporter;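 note: potency is the fitted concentration of half-maximal effect; 0% = DMSO controls and full agonism = EC100 isoproterenol or metaproterenol; nearly all actives have a fitted effect of over 65% in size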
uPA generation: qHTS for Inhibitors of Cell Surface uPA Generation; Potency, µM (top dose mostly 38.3 µM), without a hit: at the highest dose activity change, negative = inhibition, usual class: inhibitors; AID 540303, 2011; cell surface uPA generation assay, qHTS; hit rate 0.31% among 330,000; active = well fitted inhibition curve with a large enough effect; inconclusive = small, poorly fitted or top-dose-only effect; inactive = no such curve, though single readings can be large or run the other way; tested in mouse RAW 264.7 cells; note: potency is the fitted concentration of half-maximal effect; nearly all actives have a fitted effect of over 55% in size
Coupling enz: qHTS Assay for Inhibitors of Fructose-1,6-bisphosphate Aldolase from Giardia Lamblia: Coupling assay counterscreen; AID 2472, 2010; hit rate 0.67% among 290,000; activity change, negative = inhibition, % at 58.2 µM, hits read low; coupling enzyme system counterscreen, AmpLite Red fluorescence; in the data active = activity change below about -30%
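Activity here indicates interference with the coupling reaction, not aldolase inhibition. Compounds at 57.5 uM final met coupling enzymes for 10 min at RT; substrate and AmpLite Red detection followed, with a 525/598 nm fluorescence read after 20 min.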
Chronic BCR inh: qHTS Assay to Find Inhibitors of Chronic Active B-Cell Receptor Signaling; AID 493014, 2011; ABC-DLBCL IkBa-CBG/CBR reporter, luminescence ratio, 4 h; Potency, µM (doses to about 46.1 µM), without a hit: top-dose ratio change, negative = lower green/red ratio, actives largely listed as inhibitors; hit rate 0.05% among 340,000; active = well fitted inhibition curve with a large enough effect in the signal ratio, with a control signal flat, not every such curve was filed as active; inconclusive = small, poorly fitted or top-dose-only effect, or effect the other way, or a change in a side signal; the % refers to the signal ratio;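 note: potency is the fitted concentration of half-maximal effect; plate controls were basal doxycycline-induced cells for no effect and cells given 10 µM MG132 for full effect; MG132 reads +100%, hits lower the ratio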
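Cell line TMD8 (human ABC DLBCL), stably expressing tet-inducible CBG68-IkBa fusion and CBR; IMDM/0.5% FBS; cpd up to 46 uM; dox induction, 4 h, 37C/5% CO2; dual luminescence; green/red ratio; MG132 control.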
KCNH2 3.1 inh: qHTS for Inhibitors of KCHN2 3.1: Mutant qHTS; activity change, % (tested at about 1.8 µM); Potassium voltage-gated channel subfamily H member 2, brain isoform KCNH2 3.1 (human); hit rate 0.95% among 340,000; U2OS KCNH2 3.1, thallium flux FluxOr; active compounds read low; AID 720553, 2013;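 active = maximum activity change below -70%; inconclusive = maximum activity change from -70% to -50%; inactive = maximum activity change above -50%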;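 note: thallium influx rate constant from kinetic fluorescence after stimulation buffer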
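Virally transduced U2OS (3.1 isoform, 4 h infection in dark at RT) → overnight 37 C → FluxOr + Red40 in HBSS/HEPES, 45 min → stimulation buffer, 2 min kinetic read → rate constant vs DMSO controls.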
Giardia kill: Small Molecules that selectively kill Giardia lamblia: qHTS | activity change, % at 7.66 µM, hits read low | Giardia lamblia trophozoite viability | hit rate 0.15% among 340,000; in the data active = activity change below about -80%; inconclusive = between about -30% and that limit;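 note: parasites exposed to compound for two days anaerobically before the ATP read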
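Anaerobic 48 hrs incubation at 37 deg C of 100 trophozoites/well with test compounds; ATPLite 1-Step luminescence, 15-30 min RT, reports cellular ATP as viability.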
PKM2 act: qHTS Assay for Activators of Human Muscle isoform 2 Pyruvate Kinase; purified PKM2, Kinase-Glo ATP luminescence, activation; response scale: 0% is enzyme alone, no compound; AID 1631, 2009; hit rate 0.34% among 260,000; Pyruvate kinase PKM (Homo sapiens), P14618; Potency, µM (top dose mostly 57.5 µM), inactives show at the top dose activation, actives largely listed as activators; note: potency is the fitted concentration of half-maximal effect; nearly all actives have a fitted effect of over 55% in size
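Kinase-Glo luminescence reports ATP generated from ADP (0.1 mM) and PEP (0.5 mM) by purified hPK-M2 after 1 h at room temperature, pH 7.2 imidazole buffer; intermediate enzyme activity allows detecting inhibitors and activators.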
KCNH2 WT inh: qHTS for Inhibitors of KCHN2 3.1: Wildtype qHTS; Voltage-gated inwardly rectifying potassium channel KCNH2 (Homo sapiens), Q12809; U2OS, BacMam KCNH2, thallium flux FluxOr; active compounds read low; activity change, % at 1.84 µM; hit rate 0.37% among 340,000; AID 720551, 2013;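 active = maximum activity change below -70%; inconclusive = maximum activity change between -70% and -50%; inactive = maximum activity change above -50%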
Target sequence (Q12809 whole entry, looked up): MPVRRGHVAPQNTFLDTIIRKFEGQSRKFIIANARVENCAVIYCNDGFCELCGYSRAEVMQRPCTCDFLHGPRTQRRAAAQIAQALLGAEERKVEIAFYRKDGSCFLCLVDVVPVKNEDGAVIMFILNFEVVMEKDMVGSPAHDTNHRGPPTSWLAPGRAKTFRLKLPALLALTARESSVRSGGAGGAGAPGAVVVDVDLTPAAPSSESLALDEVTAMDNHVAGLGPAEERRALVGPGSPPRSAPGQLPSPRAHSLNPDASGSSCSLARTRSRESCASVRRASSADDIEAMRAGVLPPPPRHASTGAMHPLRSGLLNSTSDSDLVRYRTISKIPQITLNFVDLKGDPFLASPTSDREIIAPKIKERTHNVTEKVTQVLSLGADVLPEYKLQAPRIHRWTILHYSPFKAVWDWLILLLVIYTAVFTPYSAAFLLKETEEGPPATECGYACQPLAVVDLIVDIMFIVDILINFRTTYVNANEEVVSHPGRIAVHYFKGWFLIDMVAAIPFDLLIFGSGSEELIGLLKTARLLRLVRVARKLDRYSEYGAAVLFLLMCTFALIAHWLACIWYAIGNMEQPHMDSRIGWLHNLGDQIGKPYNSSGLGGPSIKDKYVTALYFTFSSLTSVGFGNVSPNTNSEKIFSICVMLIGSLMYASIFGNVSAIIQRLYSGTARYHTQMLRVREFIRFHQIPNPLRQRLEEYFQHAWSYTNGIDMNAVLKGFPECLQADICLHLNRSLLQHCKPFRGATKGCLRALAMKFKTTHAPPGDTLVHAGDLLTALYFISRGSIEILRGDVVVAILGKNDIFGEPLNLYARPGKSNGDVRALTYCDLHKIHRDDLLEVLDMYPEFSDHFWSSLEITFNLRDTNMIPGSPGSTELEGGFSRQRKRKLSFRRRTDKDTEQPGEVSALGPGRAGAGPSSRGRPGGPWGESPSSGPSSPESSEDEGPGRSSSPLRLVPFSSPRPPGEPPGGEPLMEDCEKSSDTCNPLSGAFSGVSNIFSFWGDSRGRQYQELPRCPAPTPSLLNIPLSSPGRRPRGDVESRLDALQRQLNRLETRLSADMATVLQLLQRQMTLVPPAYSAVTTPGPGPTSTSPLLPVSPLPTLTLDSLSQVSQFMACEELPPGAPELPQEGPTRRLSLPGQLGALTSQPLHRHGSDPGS
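U2OS cells transduced with wild-type KCNH2 virus are loaded with FluxOr dye for 45 min, and thallium flux is measured in kinetic reads before and after stimulation buffer. Rate constants are normalized to DMSO controls.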
Starred values were filed as active, the others as inactive; ? = inconclusive; / = no result given; [ ] = remark or other dose. Unless noted, calls come from the whole dose curve; as a rule, active = well fitted curve in the direction sought with a large enough effect; inconclusive = small, poorly fitted or top-dose-only effect, or another doubt; inactive = no such curve, though single readings can be large; an effect the other way counts as inactive or inconclusive. Unless noted, % is set by controls: 0 for no effect and ±100 for the full control effect.

SMILES	USP2a inh	Eya2 phos inh	GALK inhibitor	B2AR arrestin	uPA generation	Coupling enz	Chronic BCR inh	KCNH2 3.1 inh	Giardia kill	PKM2 act	KCNH2 WT inh
Cc1cc(C)c(C(=O)CSc2nnc(-c3cccnc3)n2C)c(C)c1	0%	-28%	-2%	0.0%	/	-1	-1%	-26	-4	0%	-5
CCCCN(C(=O)c1cccc(S(=O)(=O)N2CCN(C)CC2)c1)c1c(N)n(CCC)c(=O)[nH]c1=O	0%	-15%	/	-1.5%	2%	/	-7%	12	4	/	-27
O=c1[nH]c2ccccc2cc1CN(c1ccccc1)S(=O)(=O)c1ccccc1	3%	7%	2%	-0.1%	-5%	1	-7%	-2	15	5%	-2
CC(=NCc1ccco1)C1=C(O)c2ccccc2C1=O	0%	9%	-2%	-0.7%	-6%	0	?	-6	12	1%	5
Cn1c(=O)c2c(ncn2CC(=O)N2CCCCCC2)n(C)c1=O	6%	-3%	-1%	-0.3%	0%	0	1%	24	3	-5%	-2
C=CCn1c(SCC(=O)NC2CC2)nnc1-c1ccccn1	-1%	-10%	0%	0.4%	5%	1	5%	-10	-7	-1%	-4
Clc1ccc(OCCSc2nnnn2C2CCCCC2)cc1	0%	-19%	-1%	0.0%	3%	2	-1%	-3	-2	-3%	-3
COc1cccc(NC(=O)COC(=O)CCC2CCCC2)c1	0%	-18%	/	0.4%	6%	/	-1%	-13	3	/	0
CC(=O)C1=C(O)C(=O)N(CC#N)C1c1cccs1 (stereo unspecified)	1%	23%	2%	0.0%	1%	-1	-3%	3	5	-3%	-8
C#CCNC(=O)C1=C[C@@H](c2ccccc2)[C@H](CCCO)[C@@H](OCC)O1	-1%	2%	-1%	0.5%	?	11	0%	9	-23	2%	-11
CC1(C)NC(=O)N(CCOCCOc2cccc(Oc3ccccc3)c2)C1=O	3%	-4%	5%	-0.7%	/	4	-3%	2	-17	-1%	-12
COCCNC(=S)NNC(=O)c1cc(C2CC2)nc2ccccc12	1%	2%	-2%	-1.1%	-5%	-2	2%	12	-1	-7%	-20

Reprinted from the part before: two entries, then new ones.
SMILES	USP2a inh	Eya2 phos inh	GALK inhibitor	B2AR arrestin	uPA generation	Coupling enz	Chronic BCR inh	KCNH2 3.1 inh	Giardia kill	PKM2 act	KCNH2 WT inh
CC1(C)NC(=O)N(CCOCCOc2cccc(Oc3ccccc3)c2)C1=O	3%	-4%	5%	-0.7%	/	4	-3%	2	-17	-1%	-12
COCCNC(=S)NNC(=O)c1cc(C2CC2)nc2ccccc12	1%	2%	-2%	-1.1%	-5%	-2	2%	12	-1	-7%	-20
c1csc(-c2cnc3ccccc3n2)c1	-3%	3%[15.4 µM]	2%	0.6%	-2%	3	16%	6	2	-13%	-2
Cc1cc(C)cc(C(=O)NCC(=O)OCC(=O)N(C)c2ccccc2)c1	4%	6%	-2%	0.4%	1%	2	0%	2	-2	0%	-17
O=C(CN1CCOc2ccccc21)NCc1ccc(Cl)cc1	2%	2%	/	-0.3%	0%	1	-2%	5	-8	-8%	2
Cc1noc(C)c1S(=O)(=O)N(CC(=O)NC1CCCC1)c1ccc(C(C)C)cc1	5%	-9%	1%	-0.9%	?	/	0%	-9	21	/	2
CNC(=O)CSc1nc2ccccc2c(=O)n1C1CCCCC1	2%	4%	0%	-0.4%	-10%	2	-6%	-2	4	-7%	-10
Cc1cccc(N2CCN(C(=S)c3ccc([N+](=O)[O-])cc3)CC2)c1	-1%	-3%	2%	-1.7%	-8%	-5	7%	23	-7	-13%	6
CCN1C(=O)CC(N2CCC(C(=O)OC)CC2)C1=O (stereo unspecified)	3%	-5%	-2%	-0.2%	1%	-1	-1%	2	-16	-4%	15
O=C(CCc1nc2ccccc2s1)Nc1cccnc1	0%	3%	0%	-0.1%	-1%	-1	1%	6	10	13%	2
O=c1c(Cc2ccccc2)c(O)ccn1Cc1ccco1	1%	0%	4%	-0.3%	3%	-2	1%	-5	-3	-4%	-8
C/C(=N\NC(=O)Cc1ccc(F)cc1)c1ccc(O)cc1	7%	2%	1%	0.1%	-17%	2	4%	1	18	-5%	-8
COc1ccc(S(=O)(=O)NCCc2c[nH]c3ccc(C)cc23)cc1	-1%	4%	-2%	-1.1%	-1%	0	-4%	12	-3	0%	1
COc1cccc(/C=C/C(=O)OCC(=O)NCCc2ccccc2)c1	2%	1%	12%	0.2%	-1%	-1	1%	-9	2	-1%	7
O=[N+]([O-])c1ccc(OCCCCCN2CCOCC2)cc1	-1%	-7%	-1%	0.0%	5%	1	4%	0	-17	-1%	8
CCN(CC)S(=O)(=O)c1cc(NC(=O)COC(=O)CCc2nc3ccccc3s2)ccc1C	/	/	-2%	/	17%	-1	/	-14	7	7%	-10
COc1ccc(C(C)=O)cc1COC(=O)C1CC(=O)N(Cc2ccccc2)C1 (stereo unspecified)	4%	-14%	0%	0.0%	3%	/	-2%	5	-18	2%	-19
CN(CC(=O)Nc1ccc(Cl)c(C(F)(F)F)c1)C(=O)C1(c2ccccc2)CC1	-1%	-12%	/	-0.5%	-8%	/	?	-2	0	/	14
c1cncc(-c2nnc3n2C2(CCCCC2)Cc2ccccc2-3)c1	5%	9%	0%	-0.1%	3%	-1	1%	13	10	-2%	6
COc1ccnc2c1c(=O)n(Cc1cccc(F)c1)c(=O)n2C	0%	2%	-1%	-0.4%	2%	2	?	9	-1	4%[0.46 µM]	0
Nc1nonc1C(=O)NCCN=Cc1ccccc1O	-1%	11%	2%	-0.4%	1%	0	?	-3	-4	1%	-5
COc1ccc(OCCOCCN2CCOCC2)cc1	7%	-2%	2%	-1.2%	16%	1	?	-3	30	4%	12
COc1ccc(S(N)(=O)=O)cc1C(=O)OCCCOC(=O)c1cc(S(N)(=O)=O)ccc1OC	3%	-8%	-6%	0.0%	-3%	/	?	16	-1	0%	6
C=CCN(c1ccccc1)S(=O)(=O)c1ccc2c(c1)NC(=O)C(C)S2 (stereo unspecified)	1%	3%	9%	-1.0%	5%	/	?	11	-2	/	-7
Cn1cc(C(=O)Nc2ccc(Cl)cc2)c(C(F)(F)F)n1	3%	7%	-3%	-0.2%	2%	-2	-11%	-20	1	1%	/
Cc1nnc(NC(=O)CSc2nc3[nH]ncc3c(=O)[nH]2)s1	0%	-28%	0%	-0.9%	?	-1	-1%	1	-4	0%	-11
CCOc1ccccc1C(=O)NC(C(=O)Nc1cccnc1)C(C)C (stereo unspecified)	6%	5%	-1%	-0.8%	-25%	-3	-6%	2	?	-5%	-18
CCOC(=O)C1=C(C)N=c2s/c(=C\c3ccncc3)c(=O)n2C1c1ccc2c(c1)OCO2 (stereo unspecified)	-10%	-4%	0%	0.5%	-15%	0	?	-3	-20	10%	-1
N#C/C(=C\c1ccc(-c2ccc(C(=O)O)cc2)o1)c1nc2ccccc2[nH]1	7%	26%	0%	-0.9%	-5%	7	?	-20	12	10%	3
CC1=CC=CC2=NC(=O)CC(C)(C(=O)N(CC(=O)NC3CCCC3)c3ccc(F)cc3)N12 (stereo unspecified)	3%	10%	6%	-0.4%	0%	2	0%	6	-14	/	8
Clc1ccc2[nH]c3c(c2c1)CCc1cn[nH]c1-3	0%	-3%	-2%	-0.1%	-2%	-1	7%	-1	5	-2%	-13
CC(=O)c1c(C)[nH]c(C(=O)NCC2CCCCC2)c1C	0%	5%	6%	-0.2%	-18%	0	?	38	-25	3%	-1
CC(C)CN(C(=O)COC(=O)c1ccc2ccccc2n1)C1CCS(=O)(=O)C1 (stereo unspecified)	3%	-5%	-1%	0.3%	3%	3	6%	11	-14	2%	-2
O=S(=O)(NCCNc1nccc(C(F)(F)F)n1)c1ccccc1	-1%	-3%	-2%	-0.7%	4%	0	0%	8	-2	18µM*	1
c1ccc(-c2n[nH]c3c2CCC3)cc1	2%	-12%	-1%	-2.4%	-5%	5	-3%	-18	-9	8%	2
CCN(CC)S(=O)(=O)c1ccc2oc(C(=O)N3CCOCC3)c(C)c2c1	-3%	2%	1%	4.1%	0%	-1	-17%	15	-12	-2%	-4
COc1ccc(S(=O)(=O)N2CCC(C(=O)NCc3ccco3)CC2)cc1	-6%	-33%	1%	-0.1%	-1%	0	5%	7	-18	?	-4

Assay outcomes: PubChem, National Center for Advancing Translational Sciences (NCATS)
